ROC1-CUL1 inh: blocks human RBX1-Cullin-1 di-ubiquitin formation. 140,000 tested, 0.6% active. AID 1347404. inhibition, % at 10 µM. P62877+Q13616. in vitro K48 di-Ub FRET, acceptor:donor ratio, 45 min; in the data active means inhibition above about 25%
Target sequence (P62877 whole entry, looked up): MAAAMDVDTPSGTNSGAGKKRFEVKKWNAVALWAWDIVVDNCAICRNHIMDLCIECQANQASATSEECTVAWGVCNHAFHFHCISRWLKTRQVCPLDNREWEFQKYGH
Target sequence (Q13616 whole entry, looked up): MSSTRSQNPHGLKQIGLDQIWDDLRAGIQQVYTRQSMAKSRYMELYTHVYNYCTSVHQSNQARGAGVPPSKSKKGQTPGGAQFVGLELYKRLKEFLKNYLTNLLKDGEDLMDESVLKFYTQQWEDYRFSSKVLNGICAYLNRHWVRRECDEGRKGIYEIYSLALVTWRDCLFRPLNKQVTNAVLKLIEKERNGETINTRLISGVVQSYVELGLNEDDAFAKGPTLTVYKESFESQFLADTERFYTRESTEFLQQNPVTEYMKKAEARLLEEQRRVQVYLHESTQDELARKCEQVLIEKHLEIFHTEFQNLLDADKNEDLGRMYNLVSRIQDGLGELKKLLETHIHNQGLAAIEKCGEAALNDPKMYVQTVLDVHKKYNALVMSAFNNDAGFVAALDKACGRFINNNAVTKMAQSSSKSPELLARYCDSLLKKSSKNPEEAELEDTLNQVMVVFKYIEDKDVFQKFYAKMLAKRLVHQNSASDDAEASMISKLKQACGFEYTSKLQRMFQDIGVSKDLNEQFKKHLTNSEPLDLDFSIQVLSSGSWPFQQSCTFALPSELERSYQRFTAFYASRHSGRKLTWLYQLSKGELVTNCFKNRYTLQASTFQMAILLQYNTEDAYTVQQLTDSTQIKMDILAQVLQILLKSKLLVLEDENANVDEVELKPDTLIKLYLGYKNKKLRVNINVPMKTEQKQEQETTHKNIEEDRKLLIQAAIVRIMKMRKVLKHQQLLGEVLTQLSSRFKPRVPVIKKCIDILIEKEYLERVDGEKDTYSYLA
* hit, by the source's call. These rows are one share of the data; rates above refer to the full screens.

The opening two compounds as a preview:
item | SMILES | ROC1-CUL1 inh
1 | COc1cccc(C(=O)CN2CCN(S(=O)(=O)c3ccc(Cl)cc3)CC2)c1 | -3
2 | CCN(CC)S(=O)(=O)c1cccc(N=Nc2c(O)n(C)c(=O)n(C)c2=O)c1 | -2

The whole of this part, from the first entry:
item | SMILES | ROC1-CUL1 inh
1 | COc1cccc(C(=O)CN2CCN(S(=O)(=O)c3ccc(Cl)cc3)CC2)c1 | -3
2 | CCN(CC)S(=O)(=O)c1cccc(N=Nc2c(O)n(C)c(=O)n(C)c2=O)c1 | -2
3 | CC(CNC(=O)c1ccc2c(c1)nc1n2CCCCC1)c1ccccc1 (configuration not stated) | -4
4 | Cc1ccc(-c2nn(CC(=O)Nc3cccc(C(F)(F)F)c3)c(=O)c3ccccc23)cc1 | 5
5 | Cc1cc(C)n(CCN(C)C(=O)c2cc(COc3ccc4c(c3)OCO4)[nH]n2)n1 | -8
6 | CN1CCN(C2Cc3ccccc3Sc3ccc(OCc4ccccc4)cc32)CC1 (configuration not stated) | 13
7 | Cn1c(=O)c2c(ncn2CCCOC2c3ccccc3C=Cc3ccccc32)n(C)c1=O | 1
8 | O=C(CSc1nnc2sc3ccccc3n12)NC1CCCCC1 | 5
9 | CC1=C(c2ccccc2)N(c2ccccc2)C(=O)C(S(=O)(=O)c2ccccc2)C1=O (configuration not stated) | -1
10 | CC1(C)N=C(c2ccccc2)NC1=O | 1
11 | Cc1ccc(-c2nc3c(c(SCC(=O)Nc4ccccc4Cl)n2)Cc2c(CO)cnc(C)c2O3)cc1 | -9
12 | O=C1CC(c2nc3ccccc3n2Cc2ccccc2F)CN1c1ccccc1 (configuration not stated) | -1
13 | COc1ccc(-c2cnnc(N3CCC(N(C)C)C3)n2)cc1F (configuration not stated) | -4
14 | CCC(=O)N1CCc2cc(Br)cc(S(=O)(=O)N3CCCC(C(=O)Nc4ccc(OC)c(Cl)c4)C3)c21 (configuration not stated) | -6
15 | COC(=O)C1=C(C)N(c2ccc(Cl)cc2)CC1=O | -2
16 | Cc1ccnc(NC(=O)CCC2CCCC2)c1 | -4
17 | c1cnc(N2CCOCC2)c(CNc2cnccn2)c1 | -1
18 | CS(=O)(=O)C#Cc1ccccc1 | 52*
19 | CCN(CC)C(=O)c1cc(S(=O)(=O)N2CCOCC2)ccc1C | -3
20 | CSc1nc2sc3c(c2c(=O)n1-c1ccc(Br)cc1)CC(C)(C)OC3 | 2
21 | COc1ccc(N2CCN(C(=O)CNS(=O)(=O)c3ccc(Br)s3)CC2)cc1 | -5
22 | COc1ccc(NC(=O)c2cc(S(=O)(=O)N3CCCCC3)c[nH]2)cc1Cl | -4
23 | Cc1ccc(S(=O)(=O)Oc2ccc3c(C)cc(=O)oc3c2)cc1 | 1
24 | CCCn1ncc(CN2CCC(CO)(Cc3ccc(OC)cc3)CC2)c1C | -6
25 | O=C(CC1SC(=O)N(Cc2cccc3ccccc23)C1=O)Nc1nccs1 (configuration not stated) | -4

Four structures out of the list, arranged by heavy-atom count, rising.
item | SMILES | ROC1-CUL1 inh
16 | Cc1ccnc(NC(=O)CCC2CCCC2)c1 | -4
17 | c1cnc(N2CCOCC2)c(CNc2cnccn2)c1 | -1
4 | Cc1ccc(-c2nn(CC(=O)Nc3cccc(C(F)(F)F)c3)c(=O)c3ccccc23)cc1 | 5
11 | Cc1ccc(-c2nc3c(c(SCC(=O)Nc4ccccc4Cl)n2)Cc2c(CO)cnc(C)c2O3)cc1 | -9

(continued)
item | SMILES | ROC1-CUL1 inh
26 | O=S(=O)(Nc1ccc(Br)cn1)c1ccc(Cl)cc1 | -8
27 | CCCCN(CCCC)CCCOC(=O)c1c(C)cc(N)cc1C | -2
28 | CCn1c(=O)c2sccc2n2c(CCCC(=O)N3CCN(c4ccc(F)cc4)CC3)nnc12 | 2
29 | CCCCN(Cc1ccccc1)S(=O)(=O)c1ccc2c(c1)CCN2C(=O)C1CCC1 | 0
30 | CC(C)CS(=O)(=O)c1ncc(CN2CCSCC2)n1Cc1ccccc1 | -2
31 | O=C(CCc1cn(Cc2ccc(F)cc2)c2ccccc12)NCCc1ccc(Cl)cc1 | 4
32 | O=C1[C@@H]2N=C(c3ccccc3)O[C@@H]2C[C@H](CCO)N1Cc1ccccc1 | -5
33 | Cc1cc(NC(=O)COc2ccc(Br)cc2)ccc1-c1cc2ccccc2oc1=O | -8
34 | COc1cccc(/C=C2\C(=O)NC(=S)N(c3ccccc3C)C2=O)c1OC(C)C | 31*
35 | CCn1c(=N)n(CCOc2ccc(Br)cc2)c2ccccc21 | 1
36 | CCCNC(=O)C1CCN(S(=O)(=O)N(C)C)CC1 | 0
37 | O=C(COc1ccc(Br)cc1)NCCN1CCCC1 | 12
38 | COc1ccccc1CNC(=O)c1cnc2sc(N3CCCCC3)nn2c1=O | -1
39 | Cc1ccc(Oc2c(C(F)(F)F)oc3c(CN4CCC(C)CC4)c(O)ccc3c2=O)cc1 | 7
40 | COc1ccccc1/C=C\C(=O)c1c(-c2ccccc2)c2cc(Cl)ccc2[nH]c1=O | -3
41 | Cc1cccc(NC(=O)C2CCN(S(=O)(=O)c3ccc4c(c3)CCCC(=O)N4)CC2)c1 | -6
42 | Cc1ccc(CSc2oc(-c3cccs3)nc2S(=O)(=O)c2ccc(C)cc2)cc1 | -10
43 | COc1ccc(S(=O)(=O)NC(C)C)cc1C(=O)NC1CCCCC1 | 4
44 | Cc1ccc(C(=O)CSc2ncc3c(n2)-c2ccccc2N(Cc2ccc(Cl)cc2)S3(=O)=O)cc1 | -4
45 | O=C(CN1CCN(C2CCCCC2)C(=O)C1=O)Nc1ccc(Cl)cc1 | -9
46 | O=C(Cn1cnc2onc(-c3ccc(F)cc3)c2c1=O)Nc1cccc(C(F)(F)F)c1 | -2
47 | COCCN1CCCC2(CCN(Cc3ccc(OC)c(F)c3)C2)C1 (configuration not stated) | 6
48 | O=C(Nc1ccccc1F)C1C2C=CCCCCC21 (configuration not stated) | 0
49 | Cc1cccc(NC(=O)CN2C(=O)COc3ccc(S(=O)(=O)Nc4ccccc4)cc32)c1C | -1
50 | CC(C)OCCNC(=O)c1ccc2oc(Cc3ccc(Cl)cc3)nc2c1 | 4
51 | Cc1ccc(NC(=O)CN2C(=O)N=C(Cc3cc(C)n(-c4ccc(Oc5ccc([N+](=O)[O-])cn5)cc4)c3C)C2=O)cc1 | -1
52 | COC(=O)[C@@H](NC(=O)CCC1(Cc2ccc(OC)cc2F)CCC(=O)N1)C(C)C (some centres not stated) | 3
53 | NC(=S)NNc1cccc2cccnc12 | -11
54 | CC(C)C(=O)Nc1cccc(C(=O)OC(C(=O)c2ccccc2)c2ccc(Cl)cc2)c1 (configuration not stated) | 1
55 | O=C(Nc1cc2c(cc1C(=O)c1ccccc1Cl)OCCO2)c1ccc(Br)cc1 | -2
56 | N#Cc1ccccc1N=Cc1ccc([N+](=O)[O-])cc1 | 2
57 | Cc1cccc(N2C(=O)C(Cl)=C(N(C)C3CCCCC3)C2=O)c1C | -8
58 | Cc1ccc(C)c(NC(=O)Cc2cccs2)c1 | 1
59 | C=CCOc1ccc(C(=O)NN2C(=O)c3cc(I)ccc3NC2c2ccc3c(c2)OCO3)cc1 (configuration not stated) | 5
60 | COc1ccc(C(=O)C(c2c(C)[nH]c3ccccc23)c2c(C)[nH]c3ccccc23)cc1 | 1
61 | CCc1nnc(NC(=O)c2cc(OC)c(OC)c(OC)c2)s1 | -2
62 | CCc1cc(=O)oc2cc(C)c3c(-c4ccc(F)cc4)coc3c12 | 7
63 | O=C(CN1CCCN(Cc2ccccc2F)S1(=O)=O)Nc1ccc(F)c(Cl)c1 | -5
64 | O=C(Nc1ccc(Br)cc1)c1ccccn1 | -3
65 | COc1ccc(S(=O)(=O)Oc2ccc(N=Cc3cccc4ccccc34)cc2)cc1 | -13
66 | COc1c(Cl)cc(Cl)cc1/C=C(\C#N)c1nc2ccccc2[nH]1 | 1
67 | CCCC(=O)N(c1ccc2oc(C)c(C(C)=O)c2c1)S(=O)(=O)c1ccccc1 | -3
68 | Cc1cccc(S(=O)(=O)N2CC(C)OC(C)C2)c1 (configuration not stated) | -19
69 | CCn1cc(/C=C/C(=O)NCc2cnn(C)c2C)cn1 | -1
70 | CC1=NNC(=O)C(CC(=O)Nc2ccc(F)cc2)C1 (configuration not stated) | -4
71 | COc1cnn(-c2ccccc2)c(=O)c1SCc1ccc(Cl)c(Cl)c1 | -4
72 | CCn1ccnc1CNc1ccc(-c2nc(Cc3ccc(OC)cc3)no2)cn1 | 5
73 | COc1ccc(-c2cn3c(C)c(C(=O)Nc4cc(C)cc(C)c4)sc3n2)cc1 | 7
74 | Cc1ccc(-c2nc3ccccc3s2)cc1NC(=O)COc1ccccc1 | 10
75 | CCCn1c(=NC(=O)c2cc3ccccc3o2)c(C(=O)OCC)cc2c(=O)n3ccccc3nc21 | -1

(continued)
item | SMILES | ROC1-CUL1 inh
76 | Cc1nn(C)cc1CNC(=O)c1nn2c(c1Cl)NC(c1ccc(Br)cc1)CC2C(F)(F)F (configuration not stated) | -10
77 | COc1ccc(Cl)cc1C(=O)Nc1nc2c(s1)CCCC2 | -6
78 | Fc1cccc(-c2cnnc(N3CCSCC3)n2)c1 | -6
79 | COc1ccc2c(c1)CCC1C2=NC(=S)NC1c1ccccc1F (configuration not stated) | 9
80 | O=C(NC(=S)Nc1ccc(S(=O)(=O)Nc2nccs2)cc1)c1ccc(Br)o1 | -5
81 | O=C(Nc1cccc(NC(=O)c2ccc([N+](=O)[O-])cc2[N+](=O)[O-])c1)c1ccc(Cl)cc1Cl | -3
82 | COC(=O)C1NC(c2ccccc2)(c2ccccc2)C2C(=O)N(c3ccc(F)cc3)C(=O)C12 (configuration not stated) | 0
83 | Cc1oc(-c2cccc(C(F)(F)F)c2)nc1CN(Cc1ccccc1)C[C@@H]1CCC(=O)N1 | 4
84 | COc1ccc(-n2ncc3c2ncn2nc(COc4ccc(Cl)cc4)nc32)cc1 | -7
85 | CCCCc1ccc(Nc2csc(N)n2)cc1 | -8
86 | N#CC(=Cc1ccsc1)C(N)=S | -2
87 | O=C(Oc1ccc(C(=S)N2CCCCC2)cc1)c1ccccc1Cl | 0
88 | CCCCc1ccc(NC(=O)CSc2nnc(C)s2)cc1 | 6
89 | Nc1ccc(Nc2coc3ccccc23)cc1 | -11
90 | CN(C)C(=O)c1ccc(NC(=O)c2ncn[nH]2)cc1 | -7
91 | CCOc1ccc(C2NC(=O)CCC2[N+](=O)[O-])cc1 (configuration not stated) | 0
92 | CC(=Nc1ccccc1NS(C)(=O)=O)c1ccccc1 | 1
93 | COC(=O)c1sccc1S(=O)(=O)N1CCN(c2ccc(C)cc2C)CC1 | -7
94 | O=C(CC1c2ccccc2Oc2ccccc21)Nc1ccc(C(=O)c2cccs2)cc1 | 4
95 | CCCn1c(=N)c(S(=O)(=O)c2ccc(C)cc2)cc2c(=O)n3ccccc3nc21 | 5
96 | O=C(Nc1cccc(CN2CCOCC2)c1)c1ccc(COc2ccc(Br)cc2)cc1 | -1
97 | CC1CCc2c(sc(NC(=O)CCCOc3ccc(C(C)(C)C)cc3)c2C(N)=O)C1 (configuration not stated) | 5
98 | CCC(CC)C(=O)NCc1ccc(C)cc1 | 0
99 | CC(=O)N1CCC(NCc2cccnc2Oc2cccc(C(F)(F)F)c2)CC1 | 4
100 | CCCN(C(=O)c1cc2c(=O)oc3ccccc3c2s1)c1ccc(CC)cc1 | 4
101 | N#CC1C(=N)Oc2n[nH]c(-c3ccccc3Cl)c2C1c1ccc(F)cc1 (configuration not stated) | 4
102 | COc1cccc(CC(=O)NCC2Cc3cc(-c4ccnc(SC)n4)cc(Cl)c3O2)c1 (configuration not stated) | 1
103 | O=[N+]([O-])c1ccc2[nH]c(CN3CCOCC3)cc2c1 | -3
104 | O=C(Nc1scc(-c2ccccc2)c1C(=O)Nc1ccc(Cl)cc1)c1ccco1 | 12
105 | CO/N=C(\C(=O)O)C1=NNC(=Nc2ccccc2)SC1 | 4
106 | CN1CCN([C@@H]2CCN(C(=O)/C=C/c3ccccc3Cl)C[C@H]2O)CC1 | -2
107 | O=C1NN=C(Cc2ccccc2)C1c1ccccc1 (configuration not stated) | -4
108 | CCn1c(C(=O)NCc2ccccc2)cc2sc(Cl)cc21 | 1
109 | CCOc1ccccc1C(=O)Nc1cc(C)ccc1O | -3
110 | CC(=O)C(=O)N=c1ccc2nc3ccc(NC(=O)C(C)=O)cc3oc-2c1 | 8
111 | CCS(=O)(=O)N1CCCC(C(=O)Nc2ccc(Cl)cc2C)C1 (configuration not stated) | 0
112 | Cn1cc(CCNc2nc3nonc3nc2N2CCCC2)cn1 | 5
113 | CSc1ccccc1N=C(C)C(C#N)C(N)=O (configuration not stated) | 10
114 | O=C(Nc1sc2c(c1N=Nc1ccccc1)CCCC2)c1ccccc1 | 1
115 | O=C(CCC1CCCC1)Nc1ccc(Br)cc1 | 1
116 | CC(=O)N1c2ccc(S(=O)(=O)NCc3ccccc3Cl)cc2CC1C (configuration not stated) | 4
117 | CC(Oc1ccc(-c2cnc3ccccc3n2)cc1)C(=O)c1ccccc1 (configuration not stated) | 3
118 | Cc1ccc2c(=O)cc(C(=O)Nc3ccc(S(=O)(=O)N4CCCC(C)C4)cc3)oc2c1C (configuration not stated) | -7
119 | COc1cccc(CN2C(=O)NC(C)(C3CCN(C(=O)c4ccccc4Cl)CC3)C2=O)c1OC (configuration not stated) | -11
120 | Cc1nnc(C)n1-c1ccc(C(=O)Nc2cccc(Br)c2)cc1 | -10
121 | CC(C)(C)NC(=O)c1ccc2c(c1)C(=O)N(C1CCCCC1)C2=O | 0
122 | Cc1cccc(C)c1NC(=O)CCSCCc1ccccn1 | -5
123 | Cc1occc1C(=O)N(C)C(Cc1ccccc1)C1CCN(C(=O)c2ccc3c(c2)no[n+]3[O-])CC1 (configuration not stated) | 13
124 | O=C(CSc1nc2ccc(Br)cc2c(=O)n1-c1ccccc1)c1ccccc1 | -10
125 | CCCNC(=O)NS(=O)(=O)c1cnccc1Sc1ccc(Cl)c(Cl)c1 | 1
126 | CCCOC(=O)c1cccc(NC(=O)c2c(-c3ccccc3Cl)noc2C)c1 | -5
127 | COc1ccc(/C=C(/C#N)c2nc(-c3ccc(-c4ccccc4)cc3)cs2)cc1OC | -12
128 | O=[N+]([O-])c1cccnc1Sc1nc(-c2ccccc2)c(-c2ccccc2)[nH]1 | -4

Given field by field: two of the compounds above
117) CC(Oc1ccc(-c2cnc3ccccc3n2)cc1)C(=O)c1ccccc1 (configuration not stated)
  ROC1-CUL1 inh: 3

118) Cc1ccc2c(=O)cc(C(=O)Nc3ccc(S(=O)(=O)N4CCCC(C)C4)cc3)oc2c1C (configuration not stated)
  ROC1-CUL1 inh: -7
